# Source: PubChem (National Center for Advancing Translational Sciences (NCATS))
# POLH inh = blocks human DNA polymerase eta activity; recombinant Pol eta, fluorescent DNA replication assay; 1.2% of 390,000 active; Potency, µM (series often up to 114 µM), without a hit: at the top dose activity change, negative = inhibition, usual class: inhibitors; note: potency is the fitted concentration of half-maximal effect; % is set by controls: 0 for no effect and ±100 for the full control effect
#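 Pol eta at 10 nM preincubated with compounds 15 min at room temperature; reaction started with fluorescent substrate (50 nM final) and read kinetically at 0 and 10 min.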
# Anesthetic bind = binds horse apoferritin like a general anesthetic. P02791. apoferritin/1-aminoanthracene competitive binding, fluorescence. Potency, µM (highest dose often 77.5 µM), without a hit: at the highest dose activity change, negative = displacement, hits mostly inhibitors. 0.074% of 350,000 active; note: potency is the fitted concentration of half-maximal effect; % is set by controls: 0 for no effect and ±100 for the full control effect; nearly all actives have a fitted effect of over 20% in size
#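 Probe: 1-aminoanthracene (50% saturated, PBS). Protein: horse-spleen apoferritin, 10 uM. Incubation: 10 min, room temperature. Detection: 380 nm excitation, 535 nm emission. Analysis: normalized response, four-parameter Hill.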
# RGS4 inhibitor = human RGS4 inhibition; 0.039% of 390,000 active; Transcreener GDP fluorescence polarization, RGS4-accelerated GTP hydrolysis; P49798; Potency, µM (series often up to 114 µM), for inactives: top-dose activity change, negative = inhibition, actives largely listed as inhibitors; AID 504845; note: potency is the fitted concentration of half-maximal effect; % is set by controls: 0 for no effect and ±100 for the full control effect; nearly all actives have a fitted effect of over 75% in size; some results filed as inactive show a strong effect at the top dose
# Target sequence (P49798 whole entry, looked up): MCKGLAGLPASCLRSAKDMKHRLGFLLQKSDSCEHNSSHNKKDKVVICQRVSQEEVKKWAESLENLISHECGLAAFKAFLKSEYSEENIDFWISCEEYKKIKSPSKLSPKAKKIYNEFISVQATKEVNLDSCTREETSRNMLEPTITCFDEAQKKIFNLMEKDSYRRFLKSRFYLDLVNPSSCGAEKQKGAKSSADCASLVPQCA
#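 MLSMR compounds (23 nl, pin-transferred) preincubated 10 min at room temperature with a 500nM (2x) first reagent, then RGS4 at 900nM (2x) plus Transcreener GDP mix added; fluorescence polarization (620/688 nm) read before and after 90 min at 30 °C.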
# Pol beta inh = blocks human DNA polymerase beta activity. P06746. Pol beta primer extension/strand displacement, fluorescence kinetic. Potency, µM (series often up to 114 µM), for inactives: at the highest dose activity change, negative = inhibition, actives largely listed as inhibitors. 1.3% of 340,000 active; note: potency is the fitted concentration of half-maximal effect; % is set by controls: 0 for no effect and ±100 for the full control effect
#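 Values derive from four-parameter Hill fits of normalized kinetic data: reads at 0 and 10 min following addition of 50 nM substrate to 10 nM Pol beta preincubated 15 min with compound.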
# ERG-DNA inh = inhibitors of human ERG Ets domain-DNA interaction; Potency, µM (highest dose often 76.9 µM), for inactives: top-dose FP activity, negative = inhibition, most hits filed as inhibitors; AID 624246; 0.028% of 370,000 active; fluorescence polarization, His-ERG Ets domain / labelled DNA; active = well fitted inhibition curve with a large enough effect in the polarisation, with a control signal flat; inconclusive = small, poorly fitted or top-dose-only effect, or effect the other way, or a change in a side signal; inactive = no such curve, though single readings can be large or run the other way; the % refers to the polarisation;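 note: polarization taken with two DNA probes labelled with fluorescein and Texas red; potency is the fitted concentration of half-maximal effect; % of control where 0% means no effect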
# Target sequence (P11308 whole entry, looked up, the tested form may be a part): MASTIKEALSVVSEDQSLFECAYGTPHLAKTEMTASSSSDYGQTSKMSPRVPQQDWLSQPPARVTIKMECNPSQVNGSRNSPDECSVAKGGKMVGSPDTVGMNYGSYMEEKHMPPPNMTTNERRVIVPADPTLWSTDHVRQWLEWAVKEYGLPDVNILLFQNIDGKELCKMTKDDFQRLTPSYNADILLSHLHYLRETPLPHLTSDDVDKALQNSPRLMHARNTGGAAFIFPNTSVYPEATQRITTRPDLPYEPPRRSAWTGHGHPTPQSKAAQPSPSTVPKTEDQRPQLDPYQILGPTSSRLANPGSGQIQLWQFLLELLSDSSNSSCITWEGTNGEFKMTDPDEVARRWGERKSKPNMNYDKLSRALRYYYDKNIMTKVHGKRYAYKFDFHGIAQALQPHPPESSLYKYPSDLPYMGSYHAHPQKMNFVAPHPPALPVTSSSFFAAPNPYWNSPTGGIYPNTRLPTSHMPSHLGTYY
#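 His-tagged ERG Ets domain (1 uM in the protein solution; 300mM KCl, 50mM Tris-HCl, 1mM EDTA, 1mM DTT, pH 7.5) received compound, then a probe mix of 5 nM fluorescein-DNA and 100nM Texas-615-DNA. Fluorescence polarization was read for both dyes.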
# 12-LOX inh = inhibitors of human 12S-lipoxygenase ALOX12; P18054; purified 12hLO, xylenol orange hydroperoxide absorbance; Potency, µM (doses to about 108 µM), without a hit: at the highest dose activity change, negative = inhibition, actives largely listed as inhibitors; 1.1% of 580,000 active; note: potency is the fitted concentration of half-maximal effect; % is set by controls: 0 for no effect and ±100 for the full control effect
#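 Hydroperoxide product was detected by ferrous iron/xylenol orange as the 573 to 405 nm absorbance ratio. Arachidonic acid at 40 uM (final) was turned over for 30 min at room temperature by 150 nM human 12hLO, pH 7.0 Hepes buffer, after 15 min compound preincubation.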
# APE1 inh = blocks human APE1 abasic DNA cleavage | P27695 | recombinant APE1, TAMRA/BHQ-2 abasic DNA cleavage fluorescence | Potency, µM (titrated, usually from 65.8 µM), inactives show top-dose activity change, negative = inhibition, hits mostly inhibitors | 0.35% of 350,000 active;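 note: potency is the fitted concentration of half-maximal effect; plate controls were vehicle for no effect and reference inhibitor for full effect; nearly all actives have a fitted effect of over 55% in size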
# Target sequence (P27695 whole entry, looked up): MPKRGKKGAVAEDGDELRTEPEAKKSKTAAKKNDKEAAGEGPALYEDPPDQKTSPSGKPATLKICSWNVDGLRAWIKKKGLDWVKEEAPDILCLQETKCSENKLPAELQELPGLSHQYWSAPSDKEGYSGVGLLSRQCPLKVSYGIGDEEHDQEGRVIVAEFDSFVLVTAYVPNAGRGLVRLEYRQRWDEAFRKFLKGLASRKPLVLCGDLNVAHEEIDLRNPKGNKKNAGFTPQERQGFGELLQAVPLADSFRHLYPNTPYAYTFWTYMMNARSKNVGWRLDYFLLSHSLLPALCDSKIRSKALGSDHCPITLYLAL
#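 Endonuclease cleavage of a quenched abasic-site DNA duplex (50 nM) by APE1 (0.75 nM) was tracked by TAMRA dequenching. Compounds were preincubated with enzyme 15 min at room temperature; data normalized to buffer-only and DMSO wells plus NSC13755 control.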
# LDHA inh = blocks human lactate dehydrogenase A; P00338; purified LDHA, NADH/diaphorase-resazurin fluorescence; active compounds read low; activity change, % (values are at about 110 or 230 µM); 0.15% of 480,000 active; AID 1347041; in the data active = activity change below about -30%; inconclusive = mostly about -25% to -30%;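 note: plate controls were DMSO wells for no effect and wells without enzyme for full effect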
#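 Remaining NADH was detected by diaphorase (0.133 mg/mL) converting 37 µM resazurin to fluorescent resorufin, read at 0 and 20 minutes. The preceding 5-minute room-temperature reaction used 2 nM LDHA, 0.2 mM sodium pyruvate and 0.06 mM NADH at pH 7.4.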
# Pol kappa inh = DNA polymerase kappa (human) inhibition. purified Pol kappa, fluorescent DNA synthesis assay, 10 min. Potency, µM (highest dose often 107 µM), inactives show at the top dose activity, negative = inhibition, hits mostly inhibitors. 0.53% of 400,000 active; note: potency is the fitted concentration of half-maximal effect; % is set by controls: 0 for no effect and ±100 for the full control effect
#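 Pol kappa 10 nM + cpd, 15 min RT; start w/ substrate 50 nM final; fluorescence kinetic read, 0 and 10 min. Neg ctrl: buffer, no enzyme.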
# Starred values were filed as active, the others as inactive; ? = inconclusive; . = not tested or not shown; & = joins results of further samples; [ ] = remark or other dose. Unless noted, calls come from the whole dose curve; as a rule, active = well fitted curve in the direction sought with a large enough effect; inconclusive = small, poorly fitted or top-dose-only effect, or another doubt; inactive = no such curve, though single readings can be large; an effect the other way counts as inactive or inconclusive. Only part of the results is shown; the hit share may differ from the screen's.
Compound | POLH inh | Anesthetic bind | RGS4 inhibitor | Pol beta inh | ERG-DNA inh | 12-LOX inh | APE1 inh | LDHA inh | Pol kappa inh
COC(=O)c1ccc(NC(=S)NC2CC3CCC2C3)cc1 (centres undefined) | -10% | 9% | -4% | 12% | 5% | ? | 21% | 2 | -3%
O=S(=O)(NC1CCSc2ccccc21)c1ccccc1 (centres undefined) | -9% | -11% | -6% | 0% | -4% | -17% | -12% | -3 | -13%
CCOc1ccc(S(=O)(=O)Nc2cnc3ccccc3c2)cc1 | -14% | 4% | -5% | 0% | -1% | -9% | 40%[12.4 µM] | 1 | -5%
COc1cc(C(=O)OCC(=O)Nc2c(F)cccc2F)cc(OC)c1C | -21% | -3% | -17% | -23% | 2% | -5% | -5% | -3 | -2%
NNC(=O)c1ccc([N+](=O)[O-])c(CS(=O)(=O)c2ccc(Cl)cc2)c1 | -22% | ? | ? | 19% | -14% | -1% | -5% | -15 | -3%
CCCCOc1ccc(-c2[nH]ncc2C=O)cc1 | -22% | ? | -9% | 1% | -9% | -12% | ? | -11 | -5%
Cc1cc(NS(=O)(=O)c2ccc(NS(=O)(=O)c3ccc(CC(C)C)cc3)cc2)nc(C)n1 | -7% | -3% | -10% | 60% | 0% | -8% | 4% | 6 | -3%
C=C[C@@H]1c2ccccc2N(S(=O)(=O)c2ccc(C)cc2)[C@H](c2ccc(C(F)(F)F)cc2)C1(C#N)C#N | -27% | . | -10% | . | -5% | -42% | 13% | -3 | 3%&3%
CCCCc1ccc(NC(=O)CSc2nc(=O)n(CCCN3CCOCC3)c3c2CCC3)cc1 | -23% | . | -52% | . | 15% | ? | -8% | 0 | -5%
O=C1CCN(c2ccccc2)N1 | -8% | . | ? | . | 10% | ? | . | 13 | 4%
N/C(=N/OC(=O)c1cccc([N+](=O)[O-])c1)c1cccc([N+](=O)[O-])c1 | -5% | -2% | -20% | ? | 9% | 0% | -3% | -5 | 5%
CCOc1ccccc1NS(=O)(=O)c1c(-c2ccc(C)cc2)csc1C(=O)OC | -21% | -17% | -34% | 5% | 0% | -32% | . | 1 | 25%
COc1ccccc1CNc1nc2ccccc2c2nc(-c3cccc(C)c3)nn12 | -17% | 6% | 26% | 9% | -3% | 15% | . | -1 | -27%
CCOC(=O)c1nnn(-c2ccccc2C#N)c1C | -9% | -4% | -3% | -8% | -3% | 0% | 11% | 0 | 3%
COC(=O)c1cc(NC(=O)c2cc3sccc3n2Cc2ccc(Cl)cc2)cc(C(=O)OC)c1 | -7% | -13% | 9% | 22% | 0% | -2% | . | -4 | -3%
CC(C)(C)NNC(=S)Nc1cccc(F)c1 | -10% | -10% | -14% | ? | -6% | ? | 4% | -6 | -6%
CC(C)[C@H](NC(=O)OCc1ccccc1)C(=O)NCc1ccccc1 | -8% | -3% | 3%[11.4 µM] | -5% | 2% | -4% | 1% | -2 | 1%[60.1 µM]
COc1ccc2c(c1)C(c1ccc(C)o1)=NNC(c1ccccc1)=N2 | -26% | -14% | -6% | 6% | 11% | 13% | ? | -3 | -15%
CCOc1ccc(NC(=O)N(O)C2(C#N)CCCCC2)cc1 | -12% | . | -18% | . | . | -26% | . | 5 | -9%
CNC(=O)C1CC(=O)N(c2ccc(OCC(=O)Nc3ccc(F)cc3)cc2)C1 (centres undefined) | ? | . | -19% | . | 5% | 8% | . | -8 | ?
CCOC(=O)C1CCN(C(=O)C2CCC(=O)N(Cc3cccc(C(F)(F)F)c3)C2)CC1 (centres undefined) | -18% | -11% | 9% | -9% | -9% | -2% | 19% | -4 | -22%
O=C(Nc1nc2ccccc2[nH]1)c1ccc(F)c(S(=O)(=O)N2CCOCC2)c1 | -7% | -2% | -11% | -3% | -3% | 32%[activator] | 2% | 6 | 6%
O=C1CCC(=O)N1OCCCOc1ccc2c(c1)CCC2 | -17% | -7% | 4% | 5% | 13% | -16% | -4% | 1 | -9%
CCN1CCN(S(=O)(=O)c2ccc(C(C)(C)C)cc2)CC1 | 10% | -8% | 27% | ? | 0% | ? | 1% | -6 | -6%
COc1cccc(C(=O)OCC(=O)N2CCC(Cc3ccccc3)CC2)c1OC | -17% | . | 7% | . | -3% | -10% | -7% | -2 | 1%
CCN(CC)S(=O)(=O)c1ccc(C(=O)NCCSc2c(-c3ccc(OC)cc3)[nH]c3ccccc23)cc1 | -18% | 2% | 24% | -5% | -14% | 10% | . | -10 | -16%
Cc1ccc(S(=O)(=O)N2CCN(C(=O)c3ccccn3)CC2)cc1 | -10% | -7% | 5%[56.9 µM] | 33% | 17% | 3% | -8% | 3 | -1%
CCOc1ccc(/C=N/NC(=O)c2nnn(-c3nonc3N)c2-c2ccc(OCC)cc2)cc1 | 0% | -16% | 5% | -20% | 17% | 10% | -6% | -9 | -11%
COc1cccc(-c2nn(C)c3sc(C(=O)NCc4ccc(OC)cc4OC)cc23)c1 | -11% | 12% | 15% | 9% | ? | -26% | . | -10 | 0%
CCN1C(N(C)CCc2cccs2)=N[C@@H](c2ccccc2)C(C(=O)OC)=C1C | -4% | -3%&-4% | 4% | 1%&9% | 2% | ? | 16%&-8% | -3 | -19%
CCC(=O)N1CCc2cc(S(=O)(=O)CCC(=O)N(C)c3ccc(OC)cc3OC)ccc21 | -4% | -8% | -34% | 21% | 7% | -7% | 34% | 1 | 5%
COc1ccc(S(=O)(=O)N(C)CC(=O)NCc2ccco2)cc1 | -11% | -2% | -13% | ? | 1% | -28% | -8% | -3 | -14%
O=c1c2ccccc2nc(N/N=C/c2ccc(O)cc2)n1O | -14% | -6% | -22% | 6% | -4% | 114%[activator] | 8% | 3 | 0%
CCCCN(C)C(=O)c1ccc2c(c1)N(CC)C(=O)c1ccccc1S2(=O)=O | 0% | -4% | 11% | -1% | 19% | 13% | 0% | 5 | -6%
C#Cc1ccc([C@H]2C=C(C(=O)N3CCOCC3)O[C@@H](OCc3ccc(CO)cc3)C2)cc1 | -7% | -5% | 20% | 5% | 1% | -16% | 1% | -2 | -4%
COc1ccccc1CNC(=O)COC(=O)c1n[nH]c2ccccc12 | 1% | ? | -7% | 5% | 2% | ? | 8% | -10 | 3%
Cc1ccc(F)cc1NC(=O)Cc1ncc(C(F)(F)F)cc1Cl | -5% | -5% | 11% | -1% | 15% | -2% | -1% | -6 | 1%
O=C(C1CCC1)N1CCN(c2cccc(C(F)(F)F)c2)CC1 | -10% | 8% | 1% | ? | 6% | 10% | -2% | 0 | 6%
O=C(NCCN1C(=O)S/C(=C\c2cccs2)C1=O)c1ccco1 | -20% | -24% | -32% | -11% | 4% | -5% | -5% | -4 | -11%
O=C(C1CCN(CCCc2ccccc2)CC1)N(CCc1ccccc1)Cc1ccccc1 | -24% | -4% | 7% | 12% | 1% | ? | 17% | -15 | -16%
O=C(CCC(=O)N1CCCCC1)Nc1ccc(Cl)c(Cl)c1 | 0% | -6% | 4% | 10% | 5% | 35%[activator] | 6% | -13 | -10%
CCOC(=O)c1c(NC(=O)c2ccc(N3C(=O)[C@@H]4[C@H](C3=O)[C@H]3C=C[C@@H]4C3)cc2)sc2c1CC(C)CC2 (some centres undefined) | -16% | 0% | -13% | -3% | 5% | -13% | -3% | -7 | -17%
CCCCc1nc(N2CCOCC2)c(C#N)c2c1COC(C)(C)C2 | -5% | -15% | ? | -24% | 0% | 5% | 3% | -5 | -4%
CCCc1cc(N2CCN(c3ccccn3)CC2)n2nc(C)c(-c3ccccc3)c2n1 | -10% | -8% | 15% | -5% | 2% | 3% | -4% | -16 | -11%
COc1ccccc1NC(=O)CSc1nnc(NC(=O)NC2CCCCC2)s1 | -10% | -13% | 40% | 1% | 3% | -28% | . | -8 | -7%[60.1 µM]
CCOc1ccccc1CNC(=O)c1cc2c(=O)n(Cc3ccccc3)ccc2nc1C | -5% | -17% | -42% | 25µM* | 0% | -11% | . | -13 | -10%
Cc1sc(NC(=O)c2cccs2)c(C(=O)OC(C)C)c1C | -1% | 1% | 35% | 4% | -4% | -22% | 2% | 3 | 4%
CCNS(=O)(=O)c1ccc(CCC(=O)N2CCCC2)cc1 | -10% | -1% | -3% | -2% | -1% | 12% | 51%[activator] | -6 | 3%
CCOC(=O)CN1C(=O)c2cccnc2Oc2ccccc21 | . | -3% | -14% | 22% | 11% | -14% | . | 2 | 0%
COc1ccc(S(=O)(=O)Nc2ccccc2OC)cc1NC(=O)CC1CC2CCC1C2 (centres undefined) | -18% | -9% | 16% | 19% | 6% | -15% | 13% | 0 | -5%
CCC(C)(C)N(C(=O)CCC(=O)Nc1cc(C)on1)C(C(=O)NC(C)(C)C)c1ccc(OC)cc1 (centres undefined) | -8% | 5% | -13% | 20% | 14% | -16% | -12% | -5 | 7%
CCN(CC(=O)Nc1ccc2c(c1)OCCO2)C(=O)c1cc(Cl)nc2ccccc12 | -11% | . | -15% | . | 6% | -6% | -6% | 0 | 6%
CCN1CCN(c2nc(Nc3cccc(OC)c3)nc(N)c2[N+](=O)[O-])CC1 | ? | -9% | -2% | 1% | 2% | -8% | 2% | -4 | -15%
COc1ccc(-c2nnc(SC(C)C(=O)NNC(=O)c3ccc(C)cc3)o2)cc1 (centres undefined) | -19% | -3% | 10% | -1% | 0% | -21% | 1% | -9 | 0%

# An excerpt from above, showing only Pol beta inh and ERG-DNA inh:
canonical_smiles | Pol beta inh | ERG-DNA inh
CCOC(=O)CN1C(=O)c2cccnc2Oc2ccccc21 | 22% | 11%
COc1ccc(S(=O)(=O)Nc2ccccc2OC)cc1NC(=O)CC1CC2CCC1C2 (centres undefined) | 19% | 6%
